Screening data as filed in PubChem BioAssay.
CHT PAM – allosterically activates the human high affinity choline transporter | Q9GZV3 | CHT-expressing cells, membrane potential dye, choline EC20; active compounds read high; LV-AA mutant CHT in HEK293 cells | B-score at 10 µM | 0.49% of 310,000 active;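 active = initial fluorescence not abnormally high and integrated response B-score, plate-corrected, over 3 SD above library mean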
Target sequence (Q9GZV3 whole entry, looked up): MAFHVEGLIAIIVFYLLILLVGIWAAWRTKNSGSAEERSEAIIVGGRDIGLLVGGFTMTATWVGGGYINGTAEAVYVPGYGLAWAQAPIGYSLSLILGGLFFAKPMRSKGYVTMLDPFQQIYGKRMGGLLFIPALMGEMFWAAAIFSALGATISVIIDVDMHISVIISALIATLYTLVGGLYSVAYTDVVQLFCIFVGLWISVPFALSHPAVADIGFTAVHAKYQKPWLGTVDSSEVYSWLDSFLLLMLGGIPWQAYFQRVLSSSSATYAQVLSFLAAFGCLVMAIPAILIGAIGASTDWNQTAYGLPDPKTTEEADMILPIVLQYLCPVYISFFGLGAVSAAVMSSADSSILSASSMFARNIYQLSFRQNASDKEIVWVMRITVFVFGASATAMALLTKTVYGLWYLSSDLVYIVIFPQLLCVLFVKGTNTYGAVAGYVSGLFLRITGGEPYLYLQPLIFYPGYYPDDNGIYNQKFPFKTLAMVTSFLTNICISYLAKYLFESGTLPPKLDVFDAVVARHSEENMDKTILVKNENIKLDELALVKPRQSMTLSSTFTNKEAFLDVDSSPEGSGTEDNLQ
CHT inh – human CHT choline transport inhibition | Q9GZV3 | CHT-expressing cells, membrane potential dye, choline response; active compounds read low | B-score at 10 µM | 0.86% of 310,000 active;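 active = B-score over 3 SD under the library average, and starting fluorescence ratio not unusually high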;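 also: choline stimulus applied at its EC90 after an EC20 pre-addition; B-score computed on integrated fluorescence ratio after choline addition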
An asterisk follows results filed as active; i = inactive.

SMILES | CHT PAM | CHT inh
O=C(NCc1ccccc1)C(=O)NCC1CCCN1S(=O)(=O)c1cccs1 (stereo unspecified) | i | i
O=C(Nc1nc2n(n1)C(c1ccc(Cl)cc1)CC(c1ccc(Cl)cc1)N2)c1ccco1 (stereo unspecified) | i | i
COc1ccc(C2=Nc3cc(C)ccc3OC2)cc1 | i | i
O=C(NCCc1nc2ccccc2[nH]1)c1cc([N+](=O)[O-])cc([N+](=O)[O-])c1 | i | i
CC(=O)Nc1ccc(S(=O)(=O)NCCSc2ccccn2)cc1 | i | i
CCC1(c2ccccc2)NC(=O)N(CC(=O)NCc2ccncc2)C1=O (stereo unspecified) | i | i
CCCC(=O)Nc1nnc(COC)s1 | i | i
CCOP(=O)(OCC)C(Nc1ccccc1)c1cccnc1 (stereo unspecified) | i | i
Cn1c(SCC(=O)NC2CC2)nnc1C(F)(F)F | i | i
Cc1ccc(OCC(=O)N2CCc3ccccc32)cc1 | i | i
OCC1(Cc2ccccc2)CCN(Cc2cccc(F)c2F)CC1 | i | i
CC1CN(C(=O)N(C)C)CCN1C(=O)N(C)C (stereo unspecified) | i | i

Sorted by SMILES length (rising): some entries from above.
SMILES | CHT PAM | CHT inh
COc1ccc(C2=Nc3cc(C)ccc3OC2)cc1 | i | i
CC1CN(C(=O)N(C)C)CCN1C(=O)N(C)C (stereo unspecified) | i | i
OCC1(Cc2ccccc2)CCN(Cc2cccc(F)c2F)CC1 | i | i
O=C(Nc1nc2n(n1)C(c1ccc(Cl)cc1)CC(c1ccc(Cl)cc1)N2)c1ccco1 (stereo unspecified) | i | i

(listing goes on)
SMILES | CHT PAM | CHT inh
CCCCN1C(=O)C(=O)NC[C@@H]1CCCCN | i | i
COc1ccccc1N1CCN(C(=O)CSc2nnc3c4ccccc4nc(Cc4ccccc4)n23)CC1 | i | i
Cc1occc1-c1nnc(SCC(=O)NC(C)(C)C)n1CC(C)C | i | i
Cc1cc(NC(=O)CCC(=O)N(Cc2ccco2)C2(C(=O)NC3CCCCC3)CCN(C)CC2)no1 | i | i
O=C(CCCN1C(=O)/C(=C/c2cccs2)SC1=S)Nc1ccc(C(=O)O)cc1 | i | i
Cc1scc(C(=O)N/N=C/c2ccc(OCC(C)C)cc2)c1C | i | i
COc1cccc(NC(=O)CN2C(=O)CSc3ccc(S(=O)(=O)N4CCOCC4)cc32)c1 | i | i
CC(C)NC[C@H](O)COc1cccc2ccccc12 | i | i
O=C(O)CC1(c2ccc(F)cc2)C2CC3CC(C2)CC1C3 (stereo unspecified) | i | i
Cc1cccc(N2C(=O)C(Cl)=C(N3CCOCC3)C2=O)c1 | i | i
O=[N+]([O-])/C=C/c1cc2ccccc2[nH]1 | i | i
Cc1n[nH]c(C)c1S(=O)(=O)N1CCCCCC1 | i | i
CCN(CC(=O)Nc1ccc(OC)cc1)C(=O)CN1C(=O)NC(C)(c2ccc3ccccc3c2)C1=O (stereo unspecified) | i | i
Cc1ccc(CCN2C(=O)c3ccccc3C2C(=O)NCc2cccnc2)cc1 (stereo unspecified) | i | i
CCCCC/C=N/NC(=O)c1[nH]c2ccc([N+](=O)[O-])cc2c1C | i | i
Cc1cccc(NC(=S)N/N=C/c2ccc([N+](=O)[O-])s2)c1 | i | i
Cc1ccc(S(=O)(=O)NC(=O)Nc2cc(C)no2)cc1 | i | i
Oc1c(Br)cccc1/C=N/Nc1c(F)c(F)c(F)c(F)c1F | i | i
O=C(COc1ccc(Cl)cc1Cl)Nc1ccc(Cl)cn1 | i | i
CCOc1ccccc1NC(=O)CSC1=C(C#N)C(c2ccco2)C(C(=O)Nc2nc3ccccc3s2)=C(C)N1 (stereo unspecified) | i | i
CC(C)NC(=O)/C(=C/c1ccco1)c1ccccc1 | i | i
C/C(=N/NC(=O)c1ccc(Br)o1)C(C)C | i | i
COc1cccc(OCc2nnc(SC)n2C)c1 | i | i
COC(=O)[C@@H]1C[C@H]2CC[C@H](O)C[C@H]2N1Cc1ccc(Cl)cc1 | i | i
O=C(N=C1SC2CS(=O)(=O)CC2N1c1ccccc1F)C1CCCCC1 (stereo unspecified) | i | i
O=C(Nc1ccncc1)c1cc(-c2cccc(Br)c2)nc2ccccc12 | i | i
FC(F)(F)c1ccccc1NC(=S)Nc1cccc(Cl)c1 | i | i
COc1ccc(-c2cc3ccccc3n2CC(O)Cn2nc(C)cc2C)cc1 (stereo unspecified) | i | i
COC(=O)c1cccnc1N1CCN(c2ccccc2F)CC1 | i | i
NC(=O)COc1ccc(C23CC4CC(CC(C4)C2)C3)cc1 | i | i
CCC(=O)N1CCN(c2cc3c(cc2F)c(=O)c(C(=O)O)cn3CC)CC1 | i | i
Cc1ccc2nc(NC(=O)C3CCN(S(=O)(=O)c4cccc5nsnc45)CC3)sc2c1 | i | i
N/C(=N\OC(=O)c1ccc([N+](=O)[O-])cc1Cl)c1ccccn1 | i | i
CCCCN(CC)C(=O)CSc1cc(=O)n(C)c2ccccc12 | i | i
C=CCn1cccc(C(=O)Nc2ccc(C)c(Cl)c2)c1=O | i | i
Cc1ccc(NC(=O)C(=O)NCCN2CCN(C(=O)C(c3ccccc3)c3ccccc3)CC2)cc1 | i | i
Cc1nn(Cc2ccccc2Cl)c(C)c1C(=O)NC1=NCCS1 | i | i
CCOc1cc(/C=C2/NC(=O)N(CC(=O)Nc3cccc(C)c3)C2=O)ccc1OC | i | i
Cc1cc(C)n2nc(SCc3nnc(SCc4ccccc4)s3)nc2n1 | i | -6.05*
O=C(COC(=O)c1ccc(S(=O)(=O)Nc2ccccc2)cc1)NCC1CCCO1 (stereo unspecified) | i | i
O=c1cc2c(n[nH]1)-c1ccccc1CC2 | i | i
CC(=O)Nc1ccc(C(=O)OCCCOC(=O)c2ccc(NC(C)=O)cc2)cc1 | i | i
CCOC(=O)c1cc2cc(CC(=O)c3ccc(OCC)cc3O)ccc2o1 | i | i
CCCn1c(C)c(C(=O)OCC)c(O)c(-c2ccccc2)c1=O | i | i
COc1ccc(C(=O)Nc2nnc(SCC(=O)NCc3ccco3)s2)c(OC)c1 | i | i
O=C(NCc1ccccn1)c1cccc(NS(=O)(=O)c2ccccc2F)c1 | i | i
Nc1ncnc(Nc2c(F)cccc2F)n1 | i | i
CC(=O)Nc1ccc(S(=O)(=O)Nc2ccc3c(c2)OCCO3)cc1Cl | i | i
Cc1cccc(NC(=O)c2cccs2)n1 | i | i
COc1cccc(C(=O)N/N=C/c2cn[nH]c2-c2ccc(OC)cc2OC)c1 | i | i
CC(Oc1ccccc1F)C(=O)/C=C/N(C)C (stereo unspecified) | i | i
COc1ccc(CNC(=O)COC(=O)c2ccccc2C(=O)c2ccccc2)cc1 | i | i
Cc1nc2[nH]c(=O)c3c(n2n1)NC1=C(C(=O)CC(C)(C)C1)C3c1ccc(F)cc1 (stereo unspecified) | i | i
Cc1cccc(Cc2nnc(CCC(=O)NCc3ccncc3C)o2)c1 | i | i
c1ccc(-n2c(Cc3cn4ccsc4n3)nnc2N2CCOCC2)cc1 | i | i
O=C(CNS(=O)(=O)c1ccc(Br)s1)Nc1ccc2c(c1)OCCO2 | i | i
CCOCCCNCC(=O)Nc1ccccc1N1CCOCC1 | i | i
O=C(NC(Cc1ccccc1)c1nc2ccccc2[nH]1)C1CC(=O)N(c2ccc3c(c2)OCCO3)C1 (stereo unspecified) | i | i
O=C(NC(=O)N1CCN(C(c2ccccc2)c2ccccc2)CC1)c1ccccc1 | i | i
Cc1ccc(CNc2nc(-c3cccs3)nc3ccccc23)cc1 | i | i

Next section.
SMILES | CHT PAM | CHT inh
CCCCC(=O)NS(=O)(=O)c1ccc(N=NN2CCCCC2)cc1 | i | i
NNC(=S)NC1CCS(=O)(=O)C1 (stereo unspecified) | i | i
CCOC(=O)c1ccccc1NC(=O)COC(=O)C1CCCC1 | i | i
CCOc1ccc(-c2c(=O)n(OCc3nc4ccccc4[nH]3)c3ccccc3[n+]2[O-])cc1 | i | i
CC1=Nc2ccccc2/C1=C\c1nc(-c2ccc(C(F)(F)F)cc2)oc1O | i | i
O=C(C1CCCC1)N1CCC(CC2CC(c3ccc(Cl)cc3)=NO2)(C(=O)NCC2CCCCC2)CC1 (stereo unspecified) | i | i
O=C(CN1C(=O)NC2(CCCC2)C1=O)Nc1ccccc1 | i | i
CC(/C=C/c1ccccc1)=N\NC(=O)c1cc(C)[nH]n1 | i | i
Cc1ccccc1Nc1nnc(SCC(=O)NC2CCCc3ccccc32)s1 (stereo unspecified) | i | i
Cc1cccc(N2C(=O)CC(N3CCN(Cc4ccc5c(c4)OCO5)CC3)C2=O)c1 (stereo unspecified) | i | i
O=C(Nc1ccccc1)N1CCc2scc[n+]2-c2ccccc21 | i | i
Cn1cccc1C(=O)/C(C#N)=C/c1ccc(F)cc1 | i | i
CCCc1nc2c(sc3nc4c(cc32)COC(C)(C)C4)c(=O)n1Cc1ccco1 | i | i
Cc1cccc(NC(=O)c2cccc3c2C(=O)c2ccccc2-3)c1 | i | i
COc1ccc(-c2onc(C)c2-c2cnn(-c3ccccc3)c2)c(O)c1 | i | i
Cc1ccc(C)c(OCCOCCN2CC(C)OC(C)C2)c1C (stereo unspecified) | i | i
CCCN(CCC)C(=O)CSc1nc2c(sc(=S)n2-c2ccc(OCC)cc2)c(=O)[nH]1 | i | i
CC(C)CC(=O)Nc1ccccc1N1CCN(c2ccc(F)cc2)CC1 | i | i
COc1cc(CNc2ccccc2SC)ccc1O | i | i
Cc1c(NC(=O)c2cccc(-c3cc4ccccc4oc3=O)c2)cccc1-c1nc2ncccc2o1 | i | i
CC(C)C[C@@H](CO)N1CCN(Cc2ccc([N+](=O)[O-])cc2)CCC1=O | i | i
C=CCN=C1SC(C)(C)C(=O)N1S(=O)(=O)c1ccc(C)cc1 | i | i
COc1cccc(NC(=O)CN2CCN(CC(=O)Nc3ccccc3Cl)CC2)c1 | i | i
CCOC(=O)c1ccc(NC(=O)CSCc2ccco2)cc1 | i | i
O=c1c2c3c(sc2ncn1Cc1ccc(F)cc1)CCC3 | i | i
Cc1cccc(OCc2nnc(SCC(=O)N3c4ccccc4CCc4ccccc43)o2)c1 | i | i
CN(C)c1cc(-c2cccc(C(F)(F)F)c2)oc(=O)c1Cl | i | i
CC(C)CNS(=O)(=O)c1cc(C(=O)OCC(=O)c2ccc3c(c2)OCCO3)c(Cl)cc1Cl | i | i
Cc1c(C(=O)Nc2nnc(C(F)(F)F)s2)oc2ccccc12 | i | i
Cn1cc(C(=O)c2ccc(Cl)cc2)cc1-c1nc2ccccc2n1C | i | i
CC1(C)CC(NC(=O)COc2ccc3ccccc3c2)CC(C)(C)N1 | i | i
Nc1cc2nc3ccccc3oc-2cc1=O | 6.78* | i
Cc1ccc(-c2c(C(=O)NCc3ccc(F)cc3)oc(=O)c3ccccc23)cc1 | i | i
COc1ccc(-n2cc(C(=O)O)c3ccccc3c2=O)cc1 | i | i
COc1ccc(CCN2C(=O)C3CC(C)=C(C)CC3C2=O)cc1OC (stereo unspecified) | i | i
COc1ccc(-c2nc(C#N)c(N3CCN(c4ccccc4)CC3)o2)cc1 | i | i

CHT inh: what is marked active above.
| SMILES | CHT inh |
| --- | --- |
| Cc1cc(C)n2nc(SCc3nnc(SCc4ccccc4)s3)nc2n1 | -6.05* |

More structures.
SMILES | CHT PAM | CHT inh
O=C(CSc1nnc(-c2ccc(S(=O)(=O)N3CCCC3)cc2)o1)NCC1CCCO1 (stereo unspecified) | i | i
O=c1[nH]cnc2c1C(c1ccc(Cl)cc1)c1c(nc[nH]c1=O)O2 | i | i
O=C1CS/C(=N/N=C/c2ccccc2)N1Cc1ccco1 | i | i
Cc1csc(NC(=O)C(C)Oc2ccc(Br)cc2)n1 (stereo unspecified) | i | i
Cc1ccccc1NS(=O)(=O)c1ccc(N2CCCC2=O)cc1 | i | -4.96*
Cc1ccc(C(=O)NNC(=O)Cn2ccc(C(F)(F)F)n2)o1 | i | i
C=CCn1c(-c2ccccc2)nc2nc3ccccc3nc21 | i | i
O=C(CSc1nnc2scc(-c3ccccc3)n12)N1CCCc2ccccc21 | i | i
O=C(NNS(=O)(=O)c1ccc(F)cc1)c1ccccc1 | i | i
COc1ccc(Nc2ncnc3ccc([N+](=O)[O-])cc23)c(OC)c1 | i | i
COC(C/C=C\C(=O)[C@H](C)OCc1ccccc1)OC | i | i
O=C(Cc1ccccc1)Nc1ccc2oc(-c3ccncc3)nc2c1 | i | i
Cc1ccc(C#N)c(SCCN2CCCCC2)n1 | i | i
COc1ccccc1NC(=O)C1=C(C)NC(=O)NC1c1ccccc1F (stereo unspecified) | i | i
CCC(C)C1NC(=S)N(Cc2ccccc2)C1=O (stereo unspecified) | i | i
CCCCC#Cc1ccc(C(=O)NNC(=O)Nc2cc(Cl)cc(Cl)c2)o1 | i | i
COc1cc(NS(C)(=O)=O)ccc1Nc1c2ccccc2nc2ccccc12 | 8.29* | i

Whole records, quoted from the list.
Profile of `Cc1ccc(C#N)c(SCCN2CCCCC2)n1` = CHT PAM: i; CHT inh: i
Profile of `COc1cc(NS(C)(=O)=O)ccc1Nc1c2ccccc2nc2ccccc12` = CHT PAM: 8.29*; CHT inh: i

By substructure, those above with a cyano group.
SMILES | CHT PAM | CHT inh
CCOc1ccccc1NC(=O)CSC1=C(C#N)C(c2ccco2)C(C(=O)Nc2nc3ccccc3s2)=C(C)N1 (stereo unspecified) | i | i
Cn1cccc1C(=O)/C(C#N)=C/c1ccc(F)cc1 | i | i
COc1ccc(-c2nc(C#N)c(N3CCN(c4ccccc4)CC3)o2)cc1 | i | i
Cc1ccc(C#N)c(SCCN2CCCCC2)n1 | i | i

Rows were taken by chance (roughly 1.5% active in at least one column).
